TDP1 block = qHTS Assay for Inhibitors of Tyrosyl-DNA Phosphodiesterase (TDP1); Tyrosyl-DNA phosphodiesterase 1 (Homo sapiens), Q9NUW8; recombinant TDP1, AlphaScreen DNA substrate cleavage; Potency, µM (titrated, usually from 130 µM), for inactives: at the highest dose activity change, negative = inhibition, usual class: inhibitors; actives 0.28% (n = 350,000); note: nearly all actives have a fitted effect of over 40% in size
Target sequence (Q9NUW8 whole entry, looked up): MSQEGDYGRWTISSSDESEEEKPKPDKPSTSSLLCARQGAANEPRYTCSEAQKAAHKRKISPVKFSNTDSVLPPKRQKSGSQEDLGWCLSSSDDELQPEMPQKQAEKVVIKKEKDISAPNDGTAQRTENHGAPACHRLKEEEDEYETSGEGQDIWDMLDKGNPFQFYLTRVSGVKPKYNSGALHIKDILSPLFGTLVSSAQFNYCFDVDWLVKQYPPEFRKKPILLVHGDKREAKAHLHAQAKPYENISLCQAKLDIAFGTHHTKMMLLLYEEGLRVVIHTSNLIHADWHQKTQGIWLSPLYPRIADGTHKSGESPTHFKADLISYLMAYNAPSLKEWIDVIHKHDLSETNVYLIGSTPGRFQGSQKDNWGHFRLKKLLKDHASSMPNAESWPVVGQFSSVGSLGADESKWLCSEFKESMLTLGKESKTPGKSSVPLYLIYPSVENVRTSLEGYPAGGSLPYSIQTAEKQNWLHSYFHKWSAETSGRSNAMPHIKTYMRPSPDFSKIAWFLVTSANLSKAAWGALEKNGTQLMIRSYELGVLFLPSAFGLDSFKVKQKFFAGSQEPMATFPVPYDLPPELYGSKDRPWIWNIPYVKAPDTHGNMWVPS
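E. coli-derived human Tdp1, 1 nM final. Cpd preinc 15 min RT; substrate 15 nM final, 5 min RT; AS bead mix 10 ug/ml final, 10 min RT. Signal loss = tyrosine-FITC cleavage. No-enzyme wells = max signal.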
N370S GC = qHTS Assay for Inhibitors and Activators of N370S glucocerebrosidase as a Potential Chaperone Treatment of Gaucher Disease; Lysosomal acid glucosylceramidase (Homo sapiens), P04062; N370S GC spleen homogenate, 4MU-glucoside fluorescence; Potency, µM (series often up to 59.4 µM), without a hit: at the highest dose activity change, negative = inhibition, usual class: inhibitors; actives 0.092% (n = 330,000); AID 2101, 2009;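 note: 0% = full enzyme activity and -100% = no enzyme basal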
TDP1 cell noCPT = qHTS for Inhibitors of human tyrosyl-DNA phosphodiesterase 1 (TDP1): qHTS in cells in absence of CPT; DT40 Tdp1-/- hTDP1 cells, no CPT, ATP luminescence, 48 h; Potency, µM (top dose mostly 46.2 µM), inactives show at the highest dose activity change, negative = growth inhibition, hits mostly inhibitors; actives 15% (n = 420,000); AID 686978, 2013; note: nearly all actives have a fitted effect of over 55% in size
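Chicken DT40 Tdp1-/- cells complemented with human TDP1, screened without camptothecin (DMSO vehicle only), 400 cells/well. Compounds pin-transferred, cells incubated at 37 °C for at least 48 hr. Growth read as ATP-dependent luminescence (CellTiter-Glo, 30 min at RT).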
* hit, by the source's call; ? = inconclusive; . = no result given; & = joins results of further samples; [ ] = remark or other dose. Calls come from the whole dose curve; as a rule, active = well fitted curve in the direction sought with a large enough effect; inconclusive = small, poorly fitted or top-dose-only effect, or another doubt; inactive = no such curve, though single readings can be large; an effect the other way counts as inactive or inconclusive. Unless noted, % is set by controls: 0 for no effect and ±100 for the full control effect; potency is the fitted concentration of half-maximal effect. Only part of the results is shown; the hit share may differ from the screen's.

Order of values: TDP1 block	N370S GC	TDP1 cell noCPT
> CN(CCC1CCOCC1)C(=O)CC1C(=O)NCCN1Cc1ccoc1 (stereo not given)
 : -8%	-14%	4%
> C[C@@H]1NC(=O)N(c2ccc(F)cc2)C1=O
 : .	-14%	-3%
> CCOc1ccc(CN2CCN(Cc3[nH]c4ccc(OC)cc4c3C)CC2CCO)cc1 (stereo not given)
 : 4%	-16%	?
> CCOc1cc(CNc2ccc(N(C)C)cc2)cc(Br)c1OCC(=O)NC(C)(C)C
 : 6%	-8%	21µM*
> CN(CC(=O)Nc1sccc1C#N)Cc1ccccc1
 : -1%	-21%	-20%
> COc1ccc(CNC(=O)Cc2csc3nc(-c4ccc(C)cc4)cn23)cc1
 : 5%	.	-22%
> COc1ccccc1NC(=O)c1cc2c([nH]c1=O)CC(C)(C)CC2=O
 : 5%	.	-2%
> COc1ccc(-c2nc(Cn3c(SCc4cccc(C(F)(F)F)c4)nc4cccnc43)c(C)o2)cc1OC
 : 5%	.	?
> CC1(C)CC(=O)C2=C(C1)Nc1[nH]c(=S)[nH]c(=O)c1C2c1ccccc1 (stereo not given)
 : 6%	-2%	?
> CCOc1cc(-c2c(C)c(CC)nc(N)c2C#N)ccc1O
 : 2%	-6%	?
> CCCCn1c(SCC(=O)NCCc2ccc(OC)c(OC)c2)nc2c1c(=O)n(C)c(=O)n2C
 : 0%	6%[2.35 µM]	-18%
> COC(=O)[C@H]1[C@H]2C[C@@H]3c4[nH]c5cc(OC)ccc5c4CCN3C[C@H]2C[C@@H](OC(=O)c2ccc(N)cc2)[C@@H]1OC
 : 10%	-12%	?
> CCOC(=O)c1nc(NCc2cccnc2)c2ccccc2n1
 : 8%	1%	-16%
> Cc1cc(O)c(CN2CCN(S(=O)(=O)c3cccs3)CC2)cc1C(C)C
 : 0%	.	?
> O=C(CSc1n[nH]c(=O)[nH]c1=O)c1ccccc1
 : 0%	-1%	0%
> Cc1ccccc1CSc1nnc(-c2ccncc2)n1C
 : .	-6%	8%
> COc1ccc(C(=O)Nc2ccc(OC)c(OC)c2)cc1
 : 4%	-2%	-1%
> O=C(COC(=O)c1ccccc1O)Nc1cccc2ccccc12
 : 0%	.	11%
> Cc1cccc(C(=O)Nc2cccc(C(=O)NC3CCCC3)c2)c1
 : 0%	-2%	?
> CCOC(=O)C1C(c2ccc(O)c(O)c2)NC(=S)NC1(O)C(F)(F)F (stereo not given)
 : 0%	11%	-27%
> Cn1nc(C(=O)N2CCN(c3cccc(Cl)c3)CC2)c2c1-c1ccccc1S(=O)(=O)C2
 : 3%&1%	-7%	?
> Cc1nc(Nc2cccc(Cl)c2)c2oc3ccccc3c2n1
 : .	3%	21µM*
> COC(=O)c1cc2occc2n1Cc1nc(-c2ccccc2)oc1C
 : 5%	.	?
> COc1ccc(Oc2ncc3nc(C)c(=O)n(CCc4ccccc4)c3n2)cc1
 : .	-10%	-2%
> CCCCNC(=S)N/N=C1\C(=O)c2cccc3cccc1c23
 : 7%	0%	26µM*
> Clc1ccc(-c2cc(COc3ccccc3)on2)cc1
 : 4%	4%	-21%
> COCCOC(=O)c1c(NC(=O)CN2CCCc3ccccc32)sc(C(N)=O)c1C
 : 8%	-1%	?
> Cc1cccc(NC(=O)C2CCN(C(=O)N3CCOc4ccccc43)CC2)c1C
 : .	1%	?
> COc1cccc(NC(=O)CSc2nnc(COc3ccc(Cl)cc3)o2)c1
 : 6%	.	-6%
> Cc1cccc(N2CCN(C(=S)Nc3ccc4nc5n(c(=O)c4c3)CCCCC5)CC2)c1C
 : 2%	8%	21µM*
> O=C1CC(c2ccccc2)n2nc(N3C(=O)CCC3=O)nc2N1 (stereo not given)
 : 4%	-2%	-6%
> COc1cc(OC)c(NC(=O)C(C)n2nc(-c3ccc(C)c(C)c3)ccc2=O)cc1Cl (stereo not given)
 : 7%	.	13µM*
> O=C(c1c[nH]c(C(=O)C(Cl)(Cl)Cl)c1)c1ccc(F)cc1F
 : .	1%	13µM*
> CCn1c(SCC(=O)Nc2ccc(Br)cn2)nnc1C1CC1
 : -13%	-1%	26%
> COc1ccc(OC)c(NC(=O)Cc2coc3ccc(C(C)C)cc23)c1
 : 1%	.	?
> O=C1CCCC/C1=C/Nc1ccc2c(c1)OCO2
 : 0%	2%	-12%
> NC(=O)CSc1oc(-c2ccco2)nc1S(=O)(=O)c1ccc(Cl)cc1
 : -2%&0%	0%	3%&-11%
> CC(C)NC(=O)Nc1cccc2c1O[C@H](CN(C)S(=O)(=O)c1ccc(F)cc1)[C@@H](C)CN([C@H](C)CO)C2=O
 : 1%	.	-28%
> CC(C)CN(CCNC(=O)c1cn(C)c2ccc(S(=O)(=O)N3CCOCC3)cc2c1=O)CC(C)C
 : 2%	.	?
> CCOc1ccc(NC(=S)N(CC)Cc2ccccc2)cc1
 : 6%	1%	.
> O=C(O)C1CC(O)CN1C(=O)c1ccco1 (stereo not given)
 : -3%	-1%	-2%
> Cc1ccc(NNC2CC(=O)N(c3cccc(Cl)c3)C2=O)cc1 (stereo not given)
 : 11%	-9%	-14%
> COc1ccccc1N(CC(=O)NC1CCCC1)C(=O)CCCC(=O)Nc1ccccn1
 : 8%	-11%	-22%
> Cn1c(=O)nc2n(Cc3ccccc3)c3cccc(Cl)c3cc-2c1=O
 : 2%	11%	29µM*
> Cc1cccc(CNC(=O)Cn2nc(C)c3nn(-c4ccc(Cl)cc4)c(C)c3c2=O)c1
 : 5%	.	18µM*
> CCc1ccc2c(CSc3nnnn3C)cc(=O)oc2c1
 : 5%	5%	23%
> OB(O)O
 : 2%&17%	-13%	-19%
> O=C(COC(=O)Cc1ccccc1F)NNC(=O)c1ccc([N+](=O)[O-])cc1
 : 0%	-13%	-11%
> O=C1CCC(C(=O)N2CCCCO2)CN1CCc1ccc(Cl)cc1 (stereo not given)
 : 5%	4%	-22%
> COc1ccccc1C(=O)NCCC(=O)NC(C)c1ccc(-n2ccnc2)cc1 (stereo not given)
 : -7%	-12%	-16%
> CCN(CC)C(=O)Cn1cc(C(=O)C(=O)N2CCN(C)CC2)c2ccccc21
 : 1%	?	2%
> Cc1cccnc1NC(=O)C12CCC(C)(C(=O)O1)C2(C)C (stereo not given)
 : 5%	5%	-8%
> Fc1ccccc1CSc1nnc(-c2cccnc2)o1
 : 3%	2%	-27%
> COc1ccc(C(=O)c2oc3ccccc3c2NC(=O)c2cccc(OC)c2)cc1
 : 5%[12.3 µM]	.	-3%
> CCSc1ncc(Cl)c(C(=O)Nc2ccc(S(=O)(=O)Nc3ncccn3)cc2)n1
 : 2%&0%	-6%	6%&-10%
> Cc1cccc(N2CCN(C(=O)c3c(C)nn(Cc4ccccc4Cl)c3C)CC2)c1C
 : 4%	-11%	10µM*
> O=S(=O)(Nc1cccc(Oc2cnccn2)c1)c1ccc(F)cc1
 : 3%	-6%	-16%
> Cc1cc(C)c(C#N)c(SCc2ccc(C(=O)O)cc2)n1
 : .	-2%	-3%
> Sc1oc(-c2ccccc2)cc1C=Nc1ccccc1
 : 12%	28%	16µM*
> CCCCC(=O)N1CC(=O)Nc2ccc(F)cc2C1c1ccccc1 (stereo not given)
 : .	-4%	-4%

The results go on:
Order of values: TDP1 block	N370S GC	TDP1 cell noCPT
> CS(=O)(=O)Cc1ccc(C(=O)NC2CCCc3ccccc32)cc1 (stereo not given)
 : 2%	0%	14%
> Cc1c(NC(=O)CN2C(=O)NC(CCc3ccccc3)C2=O)c(=O)n(-c2ccccc2)n1C (stereo not given)
 : 3%	3%	21%
> Fc1ccc(C2CC(c3cccs3)=NN2c2ccccc2)cc1 (stereo not given)
 : .	27%	-4%
> CCCCN(C(=O)c1ccc(N2CCCC2=O)cc1)c1c(N)n(Cc2ccccc2)c(=O)[nH]c1=O
 : 6%	-9%	-7%
> CCCCCC(=O)c1ccc(O)cc1O
 : 3%	1%	-15%
> COc1ccc(N(CC(=O)Nc2cc(Cl)ccc2C)S(=O)(=O)c2c(C)noc2C)cc1
 : 0%&0%	2%	3.7µM*
> CC1C(c2ccccc2)=[N+]([O-])C2(CCCCC2)N1O (stereo not given)
 : -6%	2%	-2%
> O=C(C1CC1)N1CCc2cc(Br)cc(S(=O)(=O)N3CCN(c4cccc(C(F)(F)F)c4)CC3)c21
 : 3%	.	8.2µM*
> O=C(CN(CCc1ccccc1)S(=O)(=O)c1ccc(Cl)cc1)N/N=C/c1ccccc1C(=O)O
 : 7%	22%	8%
> CC(C)(O)CCCC(C)(O)c1ccc(C(=O)O)cc1O (stereo not given)
 : .	-5%	11%
> COc1cc(CCC(=O)Nc2cc(C)cc(C)c2)cc(OC)c1OC
 : 3%	3%	16µM*
> O=C(COC(=O)c1cccs1)NC12CC3CC(CC(C3)C1)C2
 : 5%	?	-3%
> COc1ccc2oc(C(=O)OCC(=O)c3ccc4c(c3)OCCO4)c(C)c2c1
 : 6%	5%	?
> Cn1nc(C(=O)Nc2ccc3c(c2)OCCO3)c2ccccc2c1=O
 : 2%	.	-7%
> COc1cc2cc(C(=O)NCCc3ccccc3)[nH]c2cc1OC
 : .	6%	13%

Brought forward from above: 5 entries; new compounds follow.
Order of values: TDP1 block	N370S GC	TDP1 cell noCPT
> COc1cc(CCC(=O)Nc2cc(C)cc(C)c2)cc(OC)c1OC
 : 3%	3%	16µM*
> O=C(COC(=O)c1cccs1)NC12CC3CC(CC(C3)C1)C2
 : 5%	?	-3%
> COc1ccc2oc(C(=O)OCC(=O)c3ccc4c(c3)OCCO4)c(C)c2c1
 : 6%	5%	?
> Cn1nc(C(=O)Nc2ccc3c(c2)OCCO3)c2ccccc2c1=O
 : 2%	.	-7%
> COc1cc2cc(C(=O)NCCc3ccccc3)[nH]c2cc1OC
 : .	6%	13%
> NS(=O)(=O)c1ccc(NC(=O)Cn2ncc3c2-c2ccccc2OC3)cc1
 : 3%	2%	-17%
> Cc1nn(-c2ccccc2)c2sc(C(=O)C(C#N)c3ccccn3)cc12 (stereo not given)
 : 2%	3%	.
> COc1cc(NC(=O)C2CC(=O)NC3=C2C(=O)CCC3)c(OC)cc1Cl (stereo not given)
 : 3%	5%	-7%
> CCOc1ccccc1-c1nc2c([nH]1)c(=O)n(C)c(=O)n2C
 : 0%	7%	?
> Cc1ccc(NC(=O)c2cc(N(C)C)ccc2[P+](=O)O)cc1
 : -5%	-12%	-17%
> Cc1c(Cl)cccc1NC(=O)CNC(=O)C1CC(=O)N(CCc2ccccc2)C1 (stereo not given)
 : 1%	.	-9%
> CCOC(=O)/C=C/C(=O)NNC(=O)c1ccccc1Cl
 : -3%	17%	-4%
> O=C(COC(=O)/C=C/c1ccccc1[N+](=O)[O-])Nc1ccc(OC(F)F)cc1
 : 4%	5%	-10%
> COc1ccc(COC(=O)N/N=C(\C)CC(=O)NCc2ccc(Cl)cc2)cc1
 : 0%	-6%	-24%
> O=C(Nc1cc2c3c(c1)CC(=O)N3CCC2)C1CC1
 : .	1%	5%
> CCCCN(CC)CCCNC(=O)c1cc2cc3ccc(OC)cc3nc2o1
 : 1%	?	?
> O=C(COC(=O)c1cc(S(=O)(=O)N2CCCCC2)ccc1N1CCOCC1)c1ccc(F)cc1
 : -12%	?	-21%
> CC(C)(c1ccccc1)c1ccc(OCC(O)CN2CCCC2)cc1 (stereo not given)
 : .	?	?
> Cc1ccc(C)c(OCC(=O)NCCN(C)C)c1
 : 8%	4%	-2%
> CC(=O)c1ccc(NC(=O)COC(=O)c2ccc(F)cc2F)cc1
 : 4%	-4%	-10%
> COc1cc(NC(=O)C2CC(c3cccc(OC)c3OC)=NO2)cc(OC)c1OC (stereo not given)
 : 3%	1%	16µM*
> Cn1c(N)c(C(=O)COC(=O)c2cncc(Br)c2)c(=O)n(C)c1=O
 : -3%	1%	-1%
> Nc1c(C(=O)Nc2ccc3c(c2)OCCO3)nnn1Cc1cccc(F)c1
 : 7%	-2%	?
> Cc1ccc(S(=O)(=O)N2CCN(CC(=O)N/N=C/c3ccco3)CC2)cc1
 : 5%	-18%	-12%
> COCCCN(C(=S)Nc1c(C)cc(C)cc1C)C(C)c1ccccn1 (stereo not given)
 : -1%	-1%	21µM*
> Cc1ccc(C(=O)C2=C(O)C(=O)N(CCCN3CCOCC3)C23C(=O)N(C)c2ccccc23)o1 (stereo not given)
 : -2%	2%	7%
> Cn1c(Cl)c(/C=N/OC(=O)c2ccc(Cl)cc2)c2ccccc21
 : -3%	-2%	?
> N#Cc1c(-c2ccccc2Cl)cc(C2CC2)nc1N
 : 1%	-4%	-12%
> O=C(CCN1C(=O)c2cccc3cccc(c23)C1=O)NCC1CCCO1 (stereo not given)
 : 5%	13%	-3%
> O=C(NN=C1C2CC3CC1CC(Cl)(C3)C2)c1cccs1
 : 3%	?	9%
> CC(=O)Nc1ccccc1NS(=O)(=O)c1ccccc1[N+](=O)[O-]
 : 0%&8%	3%	1%
> Cn1nc(-c2ccccc2)c(-c2nc(-c3cccc(Cl)c3)no2)c1Cl
 : 2%	.	?
